# Neddylation inh: inhibitors of cullin neddylation, primary screen, biochemical, TR-FRET, uHTS, NAE and Ubc12 | NEDD8-conjugating enzyme Ubc12 (Homo sapiens) + NEDD8-activating enzyme E1 regulatory … | actives 0.58% (n = 360,000) | calls only at 25 µM; in the data active means inhibition above about 36%
# MT1-MMP act inh: blockers of MT1-MMP proenzyme processing, primary screen, HT1080 RFP-PRO-GFP cells, GFP/RFP fluorescence. Matrix metalloproteinase-14 (Homo sapiens), P50281. GFP/RFP ratio fluorescence, overnight; percent of plate control window, DMSO zero. GFP/RFP ratio change, % at 20 µM. actives 0.061% (n = 360,000);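 active means GFP/RFP ratio change of at least 30% with cell ATP level not reduced by more than half and red fluorescence within 50% of control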; further: strong numbers were not always called active
#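 Assay system: RFP-PRO-GFP reporter HT1080 cells; read-out basis: GFP/RFP fluorescence ratio; benchmarks: DMSO wells and RFP-L50D-GFP cells; doses: 20 µM single dose, 1% DMSO; schedule: overnight cell settling, then overnight compound exposure, 37 °C, 5% CO2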
# MsrA inh: bovine MsrA enzyme inhibitors, primary screen, biochemical, absorbance, HTS; purified bovine MsrA, absorbance read-out; inhibition, % at 15.5 µM; actives 0.75% (n = 360,000); AID 651718, 2012; in the data active means inhibition above about 4.5%;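 further: 0% = vehicle wells with enzyme and 100% = reference inhibitor wells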
# E coli Lon inh: inhibitors of E. coli Lon protease, primary screen, biochemical, fluorescence polarization. purified E. coli Lon protease. AID 602123, 2011. inhibition, % at 7.94 µM. actives 0.42% (n = 360,000). P0A9M0; in the data active means inhibition above about 13%, passing the limit was not always enough;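 further: 0% = enzyme with probe and DMSO and 100% = no enzyme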
# FAS TE block: FAS thioesterase domain inhibitors, primary screen, biochemical, fluorescence intensity, uHTS; recombinant FAS-TE, OMFH fluorogenic substrate, fluorescence endpoint; inhibition, % at 15 µM; actives 0.67% (n = 360,000); AID 602261, 2012;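 active means compounds whose normalised, plate-corrected inhibition of enzyme fluorescence in the single-dose primary screen is 50% or more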;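 further: 0% = DMSO with enzyme and 100% = substrate without enzyme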
# MsrA act: bovine MsrA enzyme activators, primary screen, biochemical, absorbance, HTS. Methionine sulfoxide reductase A (Bos taurus). purified bovine MsrA, absorbance read-out. activation, % at 10.6 µM. actives 0.3% (n = 360,000); in the data active means activation above about 7.5%;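 further: 0% = vehicle and 100% = reference activator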
# Rin1-Abl PPI inh: inhibitors of Rin1-Abl protein binding, primary screen, biochemical, TR-FRET. Tyrosine-protein kinase ABL1 (Homo sapiens) + Ras and Rab interactor 1 (Homo sapiens), …. inhibition, % at 7.35 µM. actives 0.4% (n = 360,000); in the data active means inhibition above about 5%, passing the limit was not always enough
# NRP1-CendR mod: modulators of CendR peptide binding to NRP-1, primary screen, biochemical, fluorescence polarization, uHTS; actives 0.85% (n = 360,000); Neuropilin-1 (Homo sapiens), O14786; AID 602438, 2012; inhibition, % at 25 µM; FAM-RPARPAR peptide binding to NRP-1;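 active means inhibition or corrected inhibition above about 18%, plus a signal ratio from 0.5 to 1.5, limit read from the data, passing the limit was not always enough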; further: strong numbers were not always called active
# Target sequence (O14786 whole entry, looked up): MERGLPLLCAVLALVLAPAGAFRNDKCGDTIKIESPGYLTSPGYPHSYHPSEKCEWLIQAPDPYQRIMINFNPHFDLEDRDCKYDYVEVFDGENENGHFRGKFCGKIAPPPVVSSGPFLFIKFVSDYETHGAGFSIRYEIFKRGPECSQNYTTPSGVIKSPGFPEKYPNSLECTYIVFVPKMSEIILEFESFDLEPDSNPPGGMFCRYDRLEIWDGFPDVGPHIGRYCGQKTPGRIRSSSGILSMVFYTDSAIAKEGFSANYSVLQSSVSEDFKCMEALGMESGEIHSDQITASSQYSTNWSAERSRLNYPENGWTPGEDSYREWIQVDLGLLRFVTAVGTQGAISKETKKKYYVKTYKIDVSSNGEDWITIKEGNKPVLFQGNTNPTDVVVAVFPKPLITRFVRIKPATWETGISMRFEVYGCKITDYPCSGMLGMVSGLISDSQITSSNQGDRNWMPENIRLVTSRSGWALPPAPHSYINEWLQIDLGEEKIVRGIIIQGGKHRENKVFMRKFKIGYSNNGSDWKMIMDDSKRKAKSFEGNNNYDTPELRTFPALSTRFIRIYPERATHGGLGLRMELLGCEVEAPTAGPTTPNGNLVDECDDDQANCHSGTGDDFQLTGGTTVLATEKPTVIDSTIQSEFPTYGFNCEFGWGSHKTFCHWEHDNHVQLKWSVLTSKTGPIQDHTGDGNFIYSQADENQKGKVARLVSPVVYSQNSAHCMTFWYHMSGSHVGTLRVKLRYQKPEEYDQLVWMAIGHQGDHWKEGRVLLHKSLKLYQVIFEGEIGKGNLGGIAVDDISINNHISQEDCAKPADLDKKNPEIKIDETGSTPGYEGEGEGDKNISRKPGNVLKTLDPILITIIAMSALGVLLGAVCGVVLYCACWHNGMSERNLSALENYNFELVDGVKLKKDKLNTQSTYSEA
# SKN-1 block: suppressors of acrylamide-induced Pgst-4::GFP reporter in worms, primary screen, SKN-1 inhibitor project, whole organism, uHTS, GFP/RFP fluorescence ratio, strain VP596. actives 0.49% (n = 360,000). inhibition, % at 21.8 µM. C. elegans VP596 Pgst-4::GFP/RFP ratio, 24 h;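 active means interference check ratio from 0.5 to 1.5 plus GFP to RFP signal ratio inhibition reaching or exceeding a fixed threshold, cut at about 30% in these data, passing the limit was not always enough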; further: some compounds called inactive have numbers as strong as hits
# * hit, by the source's call; i = inactive; . = not tested or not shown.
SMILES,Neddylation inh,MT1-MMP act inh,MsrA inh,E coli Lon inh,FAS TE block,MsrA act,Rin1-Abl PPI inh,NRP1-CendR mod,SKN-1 block
CCCNC(=O)C1(O)c2cc(Br)ccc2NC(=O)N1c1ccc(Cl)cc1 (configuration not stated),i,-4,-0.8,7,-4,-4,2,9,-16
NC(=O)c1cccn(Cc2ccc(C(F)(F)F)cc2)c1=O,i,6,-0.3,6,-4,-16,2,0,4
COc1ccc(C(=O)Nc2nc3ccc(OC)cc3s2)cc1,i,16,0.8,-15,4,-14,1,12,-2
O=C(CNC(=O)c1ccc(F)cc1)c1ccc(Cl)cc1,i,-1,0.2,9,4,-4,3,4,-29
C=C(Br)CN1[C@@H](Cc2ccccc2)[C@H](O)[C@@]23C=C[C@@H](C[C@@H]2S1(=O)=O)O3,i,-3,-0.3,-6,-7,-5,0,3,-8
O=C1CCN(CCc2ccccc2)CCN1[C@H](CSc1ccc(Br)cc1)c1ccccc1,i,-3,-0.7,-5,30,-6,5,23,14
O=C(O)C(c1ccccc1)C(O)C1CCCC1 (configuration not stated),i,-1,-0.1,4,-10,-1,1,0,3
Fc1ccccc1-c1cc2cc3c(cc2cn1)OCO3,i,5,1.0,1,20,-1,3,2,23
Cc1ccc2c(c1)c(C)cc[n+]2Cc1ccccc1,i,-2,0.1,-1,-10,-2,-7,3,0
CCOc1cc(C(C(=O)NCC2CCCO2)N(C(=O)Cn2nnc3ccccc32)c2ccccc2OC)ccc1O (configuration not stated),i,0,-0.7,4,-5,-1,0,-1,-10
COc1ccc(C(=O)n2nc(C#N)c(C#N)c2N)cc1,i,6,-1.5,-4,10,-4,0,7,3
O=C(CN1CCCc2ccccc21)N/N=C/c1ccc(F)cc1F,i,0,0.0,-17,1,-4,-3,-10,10
Cc1ccc(S(=O)(=O)N2CC3CCC2C3)cc1 (configuration not stated),i,3,-0.2,13,-6,1,-3,0,20
O=C1C(=Cc2ccc(Cl)cc2)Cc2ccccc21,i,9,-0.4,-4,0,-6,.,-10,1
Cc1cc(C(=O)N2CCC(Cc3ccccc3)CC2)no1,i,-2,1.0,-2,-2,-3,1,14,11
Cc1c(N=C2SCC(=O)N2/N=C\c2ccc(Br)cc2)c(=O)n(-c2ccccc2)n1C,i,0,0.1,5,-3,-2,-1,6,3
COc1cc(C(=O)NC(c2ccccc2)c2ccccc2)cc(Cl)c1OC,i,-3,.,15,22,-5,-5,2,13
C/C(CC(=O)Nc1ccc2c(c1)OCCO2)=N\NC(=O)c1ccccc1Cl,i,-2,-0.1,-10,-1,-2,-2,-4,-11
CCOC(=O)c1cccc(NC(=O)N2CCOCC2)c1,i,1,0.9,3,-3,-8,3,11,-1
CC(=O)Oc1ccc(C(=O)Nc2cccnc2)cc1,i,-2,0.1,12,-2,-1,-2,3,29

# Part of the list above in order of count of non-hydrogen atoms, lowest first:
SMILES,Neddylation inh,MT1-MMP act inh,MsrA inh,E coli Lon inh,FAS TE block,MsrA act,Rin1-Abl PPI inh,NRP1-CendR mod,SKN-1 block
O=C(CN1CCCc2ccccc21)N/N=C/c1ccc(F)cc1F,i,0,0.0,-17,1,-4,-3,-10,10
C=C(Br)CN1[C@@H](Cc2ccccc2)[C@H](O)[C@@]23C=C[C@@H](C[C@@H]2S1(=O)=O)O3,i,-3,-0.3,-6,-7,-5,0,3,-8
O=C1CCN(CCc2ccccc2)CCN1[C@H](CSc1ccc(Br)cc1)c1ccccc1,i,-3,-0.7,-5,30,-6,5,23,14

# Continued:
SMILES,Neddylation inh,MT1-MMP act inh,MsrA inh,E coli Lon inh,FAS TE block,MsrA act,Rin1-Abl PPI inh,NRP1-CendR mod,SKN-1 block
O=C(NCc1cccnc1)Nc1cccc(NC(=O)NCc2cccnc2)c1,i,-3,1.7,-4,-8,-6,-3,4,-2
CCOC(=O)N1CCC(Nc2c(NCCN3CCN(Cc4ccccc4)CC3)c(=O)c2=O)CC1,i,0,.,-12,-3,-2,0,-3,15
CCOc1ccc(C(=O)C(c2ccccc2)N2CCOCC2)cc1 (configuration not stated),i,-3,-0.4,-2,-2,2,-2,7,7
CCN1C(=O)CC(N2CCC(c3nc4ccccc4[nH]3)CC2)C1=O (configuration not stated),i,-8,0.4,-6,-3,-3,0,-8,-16
COCCNC(=O)CN1C(=O)NC(c2ccccc2)(c2ccccc2)C1=O,i,2,-1.6,5,-2,-8,0,1,7
O=C(c1ccccc1C(=O)N1CCN(c2ccccc2)CC1)N1CCN(c2ccccc2)CC1,i,-83,0.6,34*,-4,1,2,11,-6
CCN(CCCNC(=O)C1CCC(=O)N1Cc1ccccc1Cl)c1cccc(C)c1 (configuration not stated),i,1,-0.4,5,4,0,-2,2,10
CN(CC(=O)Nc1cc(S(=O)(=O)N2CCCCCC2)ccc1Cl)Cc1ccc2c(c1)OCO2,i,-7,0.0,11,32,-1,-1,-1,-2
CC(=O)Nc1ccc2c(c1)OCCO2,i,5,-1.4,2,-6,-4,2,1,0
COc1ccc(-c2noc(-c3cccc(Cl)c3)n2)cc1OC,i,6,-0.2,9,9,-3,-1,4,3
O=C(Nc1nccs1)c1sc2ccccc2c1Cl,i,5,3.1,-5,1,-7,1,-11,-5
Cc1cccc(N2C(=O)C3C4CC(=O)C(c5ccccc54)C3C2=O)c1C (configuration not stated),i,-1,0.6,-7,-3,-8,4,6,4
CCOC(=O)C(C)Sc1nnc(NC(=O)c2ccc(C)c([N+](=O)[O-])c2)s1 (configuration not stated),i,5,2.7,-14,-1,-3,-1,4,-1
CC(C)(C)OC(=O)NCCCC[C@H](NC(=O)c1nc[nH]c1C(=O)N1CCc2ccccc2C1)C(=O)OC(C)(C)C,i,3,1.8,-2,26,0,5,21,3
CC(C)CCNC(=O)Cc1csc(-c2ccccc2)n1,i,-10,1.2,6,0,0,-3,-6,11
N#CC1(Nc2ccc(C(=O)O)cc2)CCCC1,i,4,0.4,-7,-4,-2,-3,0,10
COc1cc(C(=O)NC(CCSC)C(=O)Nc2ccc(N3CCOCC3)cc2)cc(OC)c1OC (configuration not stated),i,4,0.9,-2,-7,-8,-1,-2,2
CCOC1=C2[C@@H](CN(S(=O)(=O)c3ccc(C)cc3)[C@H]2c2cccc3ccccc23)[C@H]2C(=O)N(Cc3ccccc3)C(=O)[C@H]2C1,i,-3,0.4,4,60*,-8,0,0,-8
COCCN(C(=O)COC(=O)c1ccc(-c2ccccc2)cc1)c1c(N)n(Cc2ccccc2)c(=O)[nH]c1=O,i,-5,-0.2,-7,2,-3,0,-8,-1
CCOC(=O)/C(C#N)=C/c1cn(CCC(=O)O)nc1-c1ccc(Cl)cc1,i,-2,2.5,4,-8,-2,-3,4,-4
O=C(CC1SC(=O)N(Cc2ccc(Cl)cc2)C1=O)Nc1nccs1 (configuration not stated),i,3,0.6,-4,-13,-6,-3,10,1
Cc1cc(C)n2nc(SCC(=O)NCc3ccco3)nc2n1,i,-5,-0.9,3,-8,-3,-2,7,11
Cc1ccc(/C=N/NC(=O)CCCOc2ccc(Cl)cc2Cl)cc1[N+](=O)[O-],i,1,0.2,0,28,0,3,-6,4
CCOC(=O)c1ccc(S(=O)(=O)N2CCC(C(=O)NCC3CCCCC3)CC2)cc1,i,0,0.9,-4,-13,-4,6,-4,8
O=C(Nc1ccccc1)C(=O)c1c[nH]c2ccccc12,i,2,1.4,1,0,-3,1,-6,24
CCOc1cc(Br)c(C(=O)O)cc1OC,i,.,-0.6,-1,-4,-3,0,8,7
Cc1cc(NC(=O)CSc2nc(C(C)C)nc3c2c(=O)n(C)c(=O)n3C)no1,i,0,-1.2,-3,-1,-6,0,-12,1
CC(=O)N1CCN(Cc2nc3cc(NC(=O)COc4ccccc4)ccc3n2C)CC1,i,5,-0.3,8,-7,-1,-5,11,-2
COc1ccc(OC)c(S(=O)(=O)N2CCC(C(=O)Nc3cccc(C(F)(F)F)c3)CC2)c1,i,7,-0.9,2,18,-2,1,2,19
Cc1cccc(C)c1NC(=O)CNC(=O)c1ccc(N2CCOCC2)c([N+](=O)[O-])c1,i,5,-0.1,-5,-8,-4,-5,-3,7
O=c1cc(Cl)c(-c2ccccc2)nn1Cc1ccc(Cl)cc1,i,-1,0.5,-1,27,0,1,4,6
O=C1C2(c3ccccc3)CN(CCO)CC1(c1ccccc1)CN(CCO)C2,i,1,1.0,-3,-8,-1,1,-1,0
COc1ccc(Nc2oc(-c3ccccc3F)nc2C#N)cc1,.,3,0.2,-3,-1,-3,-1,9,2
Cc1ccccc1NC(=O)COc1ccc(Br)cc1C,i,3,-1.0,-6,16,-1,-1,4,14
CN(Cc1ccccc1)S(=O)(=O)c1ccc(OCC(=O)Nc2cccc([N+](=O)[O-])c2)cc1,i,-1,0.6,-6,4,-3,-2,0,8
Nc1ccccc1SCC1CSc2nc3ccccc3c(=O)n21 (configuration not stated),i,-1,2.9,-1,-3,-1,4,-11,6
Cc1cc(NC(C)c2ccccc2)n2ncc(-c3ccccc3)c2n1 (configuration not stated),.,7,0.6,5,33,-4,-3,-9,30
Cc1cccc(CNC(=O)c2ccc3nc(Cc4ccccc4F)oc3c2)n1,i,-3,-1.0,4,-2,-2,-1,12,5
CNc1oc(-c2ccc(C)cc2)nc1P(=O)(c1ccccc1)c1ccccc1,i,-3,1.3,3,17,1,2,8,-9

# Sorted by number of heavy atoms (lowest first): some entries from above.
SMILES,Neddylation inh,MT1-MMP act inh,MsrA inh,E coli Lon inh,FAS TE block,MsrA act,Rin1-Abl PPI inh,NRP1-CendR mod,SKN-1 block
CCOc1cc(Br)c(C(=O)O)cc1OC,i,.,-0.6,-1,-4,-3,0,8,7
O=C(Nc1ccccc1)C(=O)c1c[nH]c2ccccc12,i,2,1.4,1,0,-3,1,-6,24
O=c1cc(Cl)c(-c2ccccc2)nn1Cc1ccc(Cl)cc1,i,-1,0.5,-1,27,0,1,4,6
COc1ccc(Nc2oc(-c3ccccc3F)nc2C#N)cc1,.,3,0.2,-3,-1,-3,-1,9,2
O=C(CC1SC(=O)N(Cc2ccc(Cl)cc2)C1=O)Nc1nccs1 (configuration not stated),i,3,0.6,-4,-13,-6,-3,10,1
Cc1cc(NC(C)c2ccccc2)n2ncc(-c3ccccc3)c2n1 (configuration not stated),.,7,0.6,5,33,-4,-3,-9,30
Cc1ccc(/C=N/NC(=O)CCCOc2ccc(Cl)cc2Cl)cc1[N+](=O)[O-],i,1,0.2,0,28,0,3,-6,4
Cc1cc(NC(=O)CSc2nc(C(C)C)nc3c2c(=O)n(C)c(=O)n3C)no1,i,0,-1.2,-3,-1,-6,0,-12,1
Cc1cccc(C)c1NC(=O)CNC(=O)c1ccc(N2CCOCC2)c([N+](=O)[O-])c1,i,5,-0.1,-5,-8,-4,-5,-3,7
CC(=O)N1CCN(Cc2nc3cc(NC(=O)COc4ccccc4)ccc3n2C)CC1,i,5,-0.3,8,-7,-1,-5,11,-2
COc1ccc(OC)c(S(=O)(=O)N2CCC(C(=O)Nc3cccc(C(F)(F)F)c3)CC2)c1,i,7,-0.9,2,18,-2,1,2,19
